GLP-1R agonist: activates the human GLP-1 receptor | AID 624172 | P43220 | Potency, µM (titrated, usually from 45.6 µM), without a hit: at the highest dose activation, most hits filed as activators | HEK293 GLP-1R CRE-luciferase, luminescence, 4-6 h; cells express a hypersensitive GLP-1R form | 0.007% of 380,000 active; note: % of control where 0% means no effect
Target sequence (P43220 whole entry, looked up): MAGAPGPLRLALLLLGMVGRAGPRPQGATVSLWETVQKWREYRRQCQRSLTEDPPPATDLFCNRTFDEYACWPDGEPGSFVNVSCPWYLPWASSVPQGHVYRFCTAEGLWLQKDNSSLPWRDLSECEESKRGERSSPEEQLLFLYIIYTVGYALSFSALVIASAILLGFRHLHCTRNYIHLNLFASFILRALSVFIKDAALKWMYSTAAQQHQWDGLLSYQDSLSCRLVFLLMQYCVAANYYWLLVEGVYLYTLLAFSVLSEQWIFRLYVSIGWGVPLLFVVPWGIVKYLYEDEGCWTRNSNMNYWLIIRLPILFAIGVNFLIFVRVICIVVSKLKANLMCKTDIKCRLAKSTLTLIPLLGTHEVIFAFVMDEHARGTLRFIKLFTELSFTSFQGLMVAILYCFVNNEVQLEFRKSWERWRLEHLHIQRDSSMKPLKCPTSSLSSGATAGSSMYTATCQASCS
KB-3-1 cytotox: KB-3-1 parental cell cytotoxicity | KB-3-1 viability, CellTiter-Glo ATP luminescence, 72 h | Potency, µM (highest dose often 46.1 µM), for inactives: top-dose activity change, negative = cytotoxic, most hits filed as cytotoxic | 1.4% of 400,000 active | AID 1347075; note: % is set by controls: 0 for no effect and ±100 for the full control effect; nearly all actives have a fitted effect of over 60% in size
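Cells are dispensed, compounds pinned in, plates held at 37 °C for 72 h, then CellTiter-Glo is added and luminescence read after 10 minutes. Cell line: parental KB-3-1 in phenol-red-free DMEM, 10% FBS.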
HT1080 IDH1KD tx: HT-1080 IDH1 knockdown cell toxicity (counter line). HT-1080 IDH1 knockdown viability, ATP luminescence, 48 h. AID 686971. Potency, µM (top dose mostly 46.1 µM), for the others: top-dose activity, negative = toxicity, actives largely listed as cytotoxic. 2% of 360,000 active;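 note: 0% = DMSO wells and -100% = cell-free medium wells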
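CellTiter-Glo luminescence after 48 h compound exposure at 37 degrees C of IDH1-knockdown HT-1080 cells in 5% FBS RPMI. %Activity scaled between DMSO wells and cell-free media wells, with curves fitted and assigned curve classes.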
HEK293 tox: cytotoxicity counter-screen for GLP-1 receptor inverse agonists; AID 624418; HEK293 cAMP-luciferase reporter cells, luminescence, 24 h; Potency, µM (doses to about 38.3 µM), without a hit: top-dose activity change, negative = inhibition, hits mostly inhibitors; 0.13% of 410,000 active;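 note: loss of luciferase light is scored as toxicity; % is set by controls: 0 for no effect and ±100 for the full control effect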
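Quantitative HTS format, 1536 wells, 200 cells/uL seeded. Compounds: 23 nL, 24 h, 37 °C. Detection: luciferase reagent, luminescence at 12 min RT; decreased signal taken as cytotoxic.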
GLP1R inv ag: acts as inverse agonist at human GLP-1 receptor; P43220; HEK293 GLP-1R CRE-luciferase, luminescence, 24 h; GLP-1R form is constitutively active; Potency, µM (doses to about 38.3 µM), inactives show top-dose activity change, negative = inhibition, actives largely listed as inhibitors; 1.6% of 410,000 active; AID 624417; note: % is set by controls: 0 for no effect and ±100 for the full control effect; nearly all actives have a fitted effect of over 55% in size
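Assay principle: reduced luminescence from a cAMP-responsive reporter in HEK293 cells co-expressing a constitutively active GLP-1R. Conditions: 24 hr compound incubation, 37 deg C, 5% CO2.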
TDP43 rescue: inhibitors of TDP-43 toxicity in yeast | TDP-43 expressing yeast growth rescue, BacTiter-Glo, 24 h | Potency, µM (doses to about 46.1 µM), for inactives: at the top dose growth rescue (activation), usual class: activators | 1.8% of 410,000 active | AID 652104; note: % of control where 0% means no effect; nearly all actives have a fitted effect of over 50% in size
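Galactose-induced TDP-43 yeast, OD600=0.02, compound pinned; 24 hr, 30 deg C; BacTiter-Glo luminescence for growth. Inhibitors of TDP-43 toxicity read as activators.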
KB-V1 MDR tox: kills drug-selected multidrug resistant KB-V1 cells; KB-V1 MDR cells viability, CellTiter-Glo, 72 h; Potency, µM (titrated, usually from 46.1 µM), for inactives: at the highest dose activity change, negative = cytotoxicity, most hits filed as cytotoxic; 3.4% of 400,000 active; AID 1347076; note: % is set by controls: 0 for no effect and ±100 for the full control effect; nearly all actives have a fitted effect of over 60% in size
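Cytotoxicity toward P-gp-expressing KB-V1 cells was determined as loss of CellTiter-Glo luminescence after 72 h at 37 degrees C. Compounds were tested in quantitative HTS format across a concentration range, with curves fitted to normalized data.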
HT1080NT lethal: kills 2HG-producing HT-1080-NT fibrosarcoma cells; HT-1080-NT fibrosarcoma viability, CellTiter-Glo ATP luminescence, 48 h; Potency, µM (highest dose often 46.1 µM), for the others: top-dose activity, negative = less viability, most hits filed as cytotoxic; 1.6% of 360,000 active; AID 686970;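 note: NT is the 2HG producing partner of a matched IDH1 knockdown line; 0% = DMSO-treated cells and -100% = media-only wells without cells; nearly all actives have a fitted effect of over 55% in size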
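Compounds were tested in concentration-response format on HT-1080-NT cells for 48 hours at 37 degrees C. Cell viability came from CellTiter-Glo luminescence; curves were classified by r2, response magnitude and activity.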
SW480 rerep: DNA re-replication induction in SW480 cells. SW480 DNA re-replication, Hoechst DNA content imaging, 48 h. Potency, µM (titrated, usually from 46.1 µM), without a hit: top-dose re-replication activation, usual class: activators. 1.8% of 340,000 active; note: % of control where 0% means no effect; nearly all actives have a fitted effect of over 55% in size
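250 cells/well; 23 nL cpd via pin tool; 48 hr, 37 C, 5% CO2; Hoechst 40 min; imager read of total nuclear intensity, ex 405/em 500-530 nm.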
The depositor's hits bear a star; ? = inconclusive; . = not tested or not shown; & = joins results of further samples; [ ] = dose if it differs, or a comment. Calls come from the whole dose curve; as a rule, active = well fitted curve in the direction sought with a large enough effect; inconclusive = small, poorly fitted or top-dose-only effect, or another doubt; inactive = no such curve, though single readings can be large; an effect the other way counts as inactive or inconclusive. Potency is the fitted concentration of half-maximal effect.

canonical_smiles	GLP-1R agonist	KB-3-1 cytotox	HT1080 IDH1KD tx	HEK293 tox	GLP1R inv ag	TDP43 rescue	KB-V1 MDR tox	HT1080NT lethal	SW480 rerep
Cc1ccc([C@@H]2[C@@H]3C(=O)N(C)C(=O)[C@@H]3[C@]3(Cc4ccccc4)C(=O)N(CCO)CC(=O)N23)o1	16%	10%	2%	-19%	2%	-2%	-9%	4%	-8%
Cc1ccsc1/C=N/NC(=O)c1nnn(-c2nonc2N)c1C	7%	2%	-15%	-10%	8%	2%	24%	-15%	14%
Cc1nc(NCCCn2ccnc2)c2oc3ccccc3c2n1	1%	10%	-1%	-3%	74%[activator]	1%	-13%	4%	-5%
CCc1nnc(NC(=O)CN2CCC(O)(c3ccccc3OC)CC2)s1	0%	3%	0%[9.24 µM]	-1%	0%	-21%	4%	1%	-1%
O=C(CSc1cccc2cccc(Cl)c12)NC1=NCCS1	10%	3%	-10%	-1%	4%	2%	2%	-8%	?
COCCCNCCOCCSc1ccc(Cl)cc1	0%	0%	-3%	5%	?	-7%	?	-3%	7%
CC1Cc2ccccc2N1C(=O)CSc1ccccc1 (stereo not drawn)	5%	7%	-3%	9%	-17%	?	16µM*	13%	-8%
O=c1nc2n(c3ccc([N+](=O)[O-])cc13)CCCCC2	1%	1%	13%	15%	5%	-15%	-2%	10%	2%
CCOC(=O)N1CCN(C(=O)c2ccc3c(c2)ncn3C2CCCC2)CC1	-1%	-1%	25%	11%	-7%	-19%	?	3%	1%
CCOC(=O)N1CCN(Cc2nc3cc(NC(C)=O)ccc3n2C)CC1	2%	1%	8%	5%	18%	9%	20%	11%	-6%
Cc1cc(C(=O)COC(=O)COc2ccc(C#N)cc2)c(C)n1C1CC1	-21%	20%	8%	-2%	-4%	-2%	?	6%	-13%
COc1ccc([C@@H]2CC(=O)c3c(O)cc(O)cc3O2)cc1O	-2%	0%	19%	-5%	8%	0%	-27%	49%	-2%
CCC(C)c1ccccc1N1CC(C(=O)N2CCN(c3ccccc3)CC2)CC1=O (stereo not drawn)	6%	-16%	-13%	-4%	?	8%	?	-12%	3%
O=S(=O)(c1ccccc1F)N1CCN(CC(O)c2ccccc2)CC1 (stereo not drawn)	2%	-5%	0%	-16%	-16%	.	-3%	-2%	-30%[inhibitor][1.84 µM]
O=C(NNC(=O)c1ccccc1F)c1cccs1	1%	-7%	0%	6%	18%	-6%	-4%	0%	-4%
CC(=O)N1c2c(cc(Br)cc2S(=O)(=O)Nc2ccccc2C)CC1C (stereo not drawn)	1%	2%	.	-2%	-7%	13%	2%	.	.
COc1cc(C(=O)Nc2ccn(C)n2)ccc1OC(F)F	2%	5%	7%	-1%	26%	10%	-6%	14%	2%
CC1=CC(c2ccc(Cl)cc2)n2nc(N3C(=O)CCC3=O)nc2N1 (stereo not drawn)	0%	0%	1%	180%[activator]	0%	-10%	-5%	1%	-11%
COc1cccc(NC(=O)CN(C)C(=O)C(C)Sc2ccccc2)c1 (stereo not drawn)	-6%	4%	-2%	-2%	?	8%	?	-4%	1%
C#CCN(C[C@@H]1[C@@H](OC(=O)NCc2ccccc2)[C@@H](OC(=O)NCc2ccccc2)CN(C(=O)OC(C)C)N1C(=O)OC(C)C)S(=O)(=O)c1ccc(C)cc1	-3%	8%	-6%	-1%	?	0%	12%	-1%	.
COc1cccc(CNC(=S)Nc2cc(OC)ccc2OC)c1	-1%	0%	9%	-1%	-17%	28%	-8%	11%	1%
CCOC(=O)CN(C(=O)CSc1nnc2c(n1)[nH]c1ccccc12)c1ccccc1	-2%	1%	5%	-19%	0%	12%	-7%	-4%	1%
CCN1CCN(CCCNC(=O)c2ccc(NC(=O)C3=CSCCO3)cc2)CC1	3%	-4%	-3%	-7%	10%	-12%	-7%	1%	-25%
CCN(CC)S(=O)(=O)c1cc(NC(=O)COC(=O)c2sc3ccccc3c2Cl)ccc1C	-11%	3%	7%	3%	0%	8%	-8%	-1%	-3%
NC(=O)N/N=C/c1cn(-c2ccccc2)nc1-c1cccs1	17%	2%	10µM*	-15%	44%[activator]	-31%[inhibitor]	?	23µM*	0%
Cc1sc2c(=O)n3c(nc2c1C(=O)NC1CCCCC1)CCCCC3	8%	-13%	12%	6%	-41%	14%	-1%	14%	-1%
c1nc2sc3c(c2c2nnnn12)CCCC3	-7%	12%	3%	-6%	-15%	19%	?	12%	-7%
CCc1ccc(NC(=O)CCn2c(=O)c3cccn3c3ccccc32)cc1	6%	?	?	-20%&-12%	?	13µM*	-26%	?	?
COc1ccc(-c2nnc3ccc(SCC(=O)Nc4cc(C)on4)nn23)cc1OC	0%	-7%	4%	1%	6%	8%	-1%	4%	7%
O=C(O)c1ccc2c(c1)C(=O)N(c1ccc(/C=C/C(=O)c3ccccc3)cc1)C2=O	-1%	-6%	1%	14%	8%	-12%	-2%	2%	?
COc1ccc(C(C)(NC(C)=O)c2nc(-c3cncnc3)cs2)cc1 (stereo not drawn)	6%	0%	21%	-3%	4%	21%	4%	?	.
CCOc1ccc(NC(=O)CCN2CCN(S(=O)(=O)c3ccc(Cl)cc3)CC2)cc1	-2%	-12%	-14%	-15%	-1%	-10%	0%	?	-11%
O=C(CNc1ccc2ccccc2c1)N/N=C/c1cc2ccccc2nc1Cl	-15%	5%	3%	-4%	?	17%	-17%	-2%	-2%
COc1ccccc1-n1cc(C(=O)NCC(=O)N2CCN(c3ccccc3)CC2)c2ccccc2c1=O	3%	25%	11%	-1%	0%	18%	?	15%	0%
CCOC(=O)C1CCCN(C(=O)c2ccc(C)cc2O)C1 (stereo not drawn)	5%	0%	12%	3%	0%	-14%	?	-6%	-3%
Cn1cccc1C1C=C(c2ccc(C(C)(C)C)cc2)Nc2ncnn21 (stereo not drawn)	-12%	?	-10%	61%[activator]	-18%	?	16µM*	-3%	?
Cc1ccc(S(=O)(=O)N2CCN(C(=O)C3COc4ccccc4O3)CC2)cc1C (stereo not drawn)	5%	-27%	0%	2%	?	22%	9.2µM*	-2%	1%
Cc1c(N=NC2=C(O)CC(C)(C)CC2=O)cc2c(c1[N+](=O)[O-])C(C)(C)CC2(C)C	-1%	?	16%	-24%	?	23%	?	18%	-23%
O=C(c1cccc([N+](=O)[O-])c1)N1CCN(c2ccc(Cl)cc2)CC1	-1%	-23%	10%	0%	-14%	?	?	10%	-1%
O=c1c(Cc2ccc(F)cc2)c(O)ccn1Cc1ccc(Cl)cc1Cl	-1%	-8%	2%	-3%	?	-1%	7%	3%	2%
CC(=O)NC(Cc1c[nH]c2ccccc12)C(=O)NCc1ccco1 (stereo not drawn)	0%	?	-3%	18%	4%	-9%	21%	-6%	8%
O=C(NCc1cccc(Cl)c1)NCc1noc2ccccc12	.	2%	.	-1%	-4%	24%	8%	.	.
COc1cc(C(=O)Nc2ccccc2C2COC(=O)C2=N)cc(OC)c1OC (stereo not drawn)	19%	13%	-4%	2%	3%	3%	12µM*	-6%	-19%
Cc1ccc(/C=C2/SC(=S)N(C3CCCCC3)C2=O)o1	-1%	11%	17%	-6%	33%[activator]	-22%	18%	21%	-12%
C=CCN(c1ccc(Br)cc1C(=O)OC)S(C)(=O)=O	8%	-1%&8%	11%	4%	27%	-14%	?	18%	-14%

2 of these compounds in a different format.
Order of results: GLP-1R agonist	KB-3-1 cytotox	HT1080 IDH1KD tx	HEK293 tox	GLP1R inv ag	TDP43 rescue	KB-V1 MDR tox	HT1080NT lethal	SW480 rerep
- CCc1ccc(NC(=O)CCn2c(=O)c3cccn3c3ccccc32)cc1
  6%	?	?	-20%&-12%	?	13µM*	-26%	?	?
- COc1ccc(-c2nnc3ccc(SCC(=O)Nc4cc(C)on4)nn23)cc1OC
  0%	-7%	4%	1%	6%	8%	-1%	4%	7%

(next part)
canonical_smiles	GLP-1R agonist	KB-3-1 cytotox	HT1080 IDH1KD tx	HEK293 tox	GLP1R inv ag	TDP43 rescue	KB-V1 MDR tox	HT1080NT lethal	SW480 rerep
O=C(COc1ccc(Cl)cc1)NCc1nnc(SCC(=O)Nc2ccccc2F)o1	2%	2%	20%	1%	14%	0%	2%	17%	10%
COc1cccc(NC(=O)N(Cc2cn(C)c3ccccc23)C2CCCCCC2)c1	-7%	?	.	?	10µM*	?	?	.	.
O=C(/C=C/c1ccco1)NCC1COc2ccccc2O1 (stereo not drawn)	2%	2%	3%	0%	36%[activator]	14%	-7%	3%	24%
CCOC(=O)CN1C(=O)/C(=C/c2ccccc2Br)Oc2ccccc21	-2%	0%	16%	-2%	-10%	-2%	?	24%	?
CSc1ccccc1NC(=O)CN(c1ccccc1Br)S(C)(=O)=O	-2%	4%	8%	-13%	-23%	0%	15µM*	10%	9%
COc1ccc(NC(=O)CC2SC(=O)NC2=O)cc1 (stereo not drawn)	0%	20%	10%	38%[activator]	37%[activator]	-10%	11%	13%	1%
Cc1ccccc1NC(=O)c1cccc(N2C(=O)C3C4CC(C(Br)C4Br)C3C2=O)c1 (stereo not drawn)	-6%	-1%	14%	6%	?	11%	24%	5%	?
Cc1ccc(OCC(=O)N2CCN(c3nnc(-c4ccc(C)cc4)c4ccccc34)CC2)cc1	-16%	16µM*	?	-22%	-29%	?	2.6µM*	14µM*	?
OCC1(CCc2ccccc2)CCCN(CCCC(F)(F)F)C1 (stereo not drawn)	-2%	-14%	-9%	12%	?	2%	3%	-4%	-2%
Cc1cc(OCc2cc(C(=O)N(C)CCc3cnn(C)c3)no2)cc(C)c1Cl	14%	-4%	-23%	-17%	?	3%	-2%	-13%	1%
COC(=O)CCN(C1CCCCC1)S(=O)(=O)c1ccc(S(=O)(=O)NC2CCCCC2)cc1	0%	-21%	0%	-12%	?	3%	-27%	0%	-5%
